Compound activity as filed in PubChem BioAssay.
TDP1 cell noCPT: qHTS for Inhibitors of human tyrosyl-DNA phosphodiesterase 1 (TDP1): qHTS in cells in absence of CPT | DT40 Tdp1-/- hTDP1 cells, no CPT, ATP luminescence, 48 h | Potency, µM (highest dose often 46.2 µM), inactives show top-dose activity change, negative = growth inhibition, actives largely listed as inhibitors | hit rate 15% among 420,000 | AID 686978, 2013; note: nearly all actives have a fitted effect of over 55% in size
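Luminescent ATP content (CellTiter-Glo) served as the growth readout. Knockout chicken DT40 cells expressing human TDP1 were exposed to compounds without camptothecin for a minimum 48 hr at 37 °C.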
DT40 TDP1 CPT: growth inhibition of DT40 Tdp1-/-;hTDP1 cells with camptothecin (screen for TDP1 inhibitors) | chicken DT40 Tdp1-/-;hTDP1 cells + 20 nM CPT, ATP luminescence, 48 h | Potency, µM (doses to about 46.2 µM), without a hit: top-dose activity change, negative = growth inhibition, most hits filed as inhibitors | hit rate 12% among 420,000; note: nearly all actives have a fitted effect of over 55% in size
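Chicken DT40 Tdp1-/- cells stably complemented with human TDP1 were seeded at 400 cells/well in medium containing 20 nM camptothecin, exposed to pin-transferred compounds, and grown at 37 °C for at least 48 hr. Viability was read as ATP luminescence.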
KAT2A inh: blocks human GCN5L2 histone acetyltransferase; Q92830; GCN5L2 HAT assay, ThioGlo1 CoA-SH fluorescence; Potency, µM (highest dose often 58.9 µM), for inactives: at the highest dose activity change, negative = inhibition, actives largely listed as inhibitors; hit rate 0.21% among 390,000
Target sequence (Q92830 whole entry, looked up): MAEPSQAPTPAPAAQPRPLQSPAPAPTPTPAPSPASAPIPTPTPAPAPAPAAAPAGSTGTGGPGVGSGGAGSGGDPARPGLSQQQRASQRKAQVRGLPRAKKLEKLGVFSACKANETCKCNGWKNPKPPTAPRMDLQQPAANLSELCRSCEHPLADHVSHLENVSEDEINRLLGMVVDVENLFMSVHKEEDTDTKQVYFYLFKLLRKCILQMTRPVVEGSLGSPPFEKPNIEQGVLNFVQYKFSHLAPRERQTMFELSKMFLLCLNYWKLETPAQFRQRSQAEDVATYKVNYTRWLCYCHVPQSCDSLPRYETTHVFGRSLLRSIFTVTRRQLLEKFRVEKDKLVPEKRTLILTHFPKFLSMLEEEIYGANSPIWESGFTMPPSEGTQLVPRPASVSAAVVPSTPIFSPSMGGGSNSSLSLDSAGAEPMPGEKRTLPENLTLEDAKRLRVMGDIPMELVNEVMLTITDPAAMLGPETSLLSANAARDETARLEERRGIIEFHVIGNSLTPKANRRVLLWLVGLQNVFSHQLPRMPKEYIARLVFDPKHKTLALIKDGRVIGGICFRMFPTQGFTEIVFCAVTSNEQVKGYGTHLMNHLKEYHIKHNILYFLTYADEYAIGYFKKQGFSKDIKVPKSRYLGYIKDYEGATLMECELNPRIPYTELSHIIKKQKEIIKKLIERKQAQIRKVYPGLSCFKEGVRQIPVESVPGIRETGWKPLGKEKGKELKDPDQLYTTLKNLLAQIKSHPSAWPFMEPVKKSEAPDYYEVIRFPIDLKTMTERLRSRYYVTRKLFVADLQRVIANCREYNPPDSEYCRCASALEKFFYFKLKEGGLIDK
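Preincubate 20nM GCN5L2 with compound 15 min, RT → add 50uM ThioGlo1 + 75uM H3(1-25) + 70uM acetyl-CoA → read fluorescence 0 and 20 min. Primary qHTS; fluorescent artifacts likely.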
An asterisk follows results filed as active; ? = inconclusive; / = not tested or not shown; [ ] = another dose, or the depositor's remark. Calls come from the whole dose curve; as a rule, active = well fitted curve in the direction sought with a large enough effect; inconclusive = small, poorly fitted or top-dose-only effect, or another doubt; inactive = no such curve, though single readings can be large; an effect the other way counts as inactive or inconclusive. % is set by controls: 0 for no effect and ±100 for the full control effect; potency is the fitted concentration of half-maximal effect. Outcome played no part in choosing rows; about 18% have a hit in one of these screens.

SMILES | TDP1 cell noCPT | DT40 TDP1 CPT | KAT2A inh
CSc1ccccc1C(=O)N(CC1CCCO1)c1c(N)n(Cc2ccccc2)c(=O)[nH]c1=O (configuration not stated) | -16% | 0% | 6%
Cc1ccc(NC(=O)c2cc(-c3ccccc3)nn2-c2ccccc2)cc1 | 21µM* | ? | -9%
N=c1c(S(=O)(=O)c2ccccc2)cc2c(=O)n3ccccc3nc2n1C1CCCCC1 | 15µM* | 26µM* | /
COc1cc(C(=O)OC2CSCC2NC(=O)c2ccccc2)cc(OC)c1OC (configuration not stated) | ? | ? | 2%
COc1ccc2cc(C(=O)Nc3ccc(O)cc3)sc(=O)c2c1OC | ? | ? | -7%
COc1ccccc1CNC(=O)/C=C/c1ccc(S(=O)(=O)NCc2ccco2)cc1 | ? | ? | -2%
N#Cc1nc(-c2ccc(F)cc2)oc1N1CCCCC1 | -4% | ? | 5%
S=C(NCc1cccc(Cl)c1)NC1CCCCC1 | ? | -13% | 5%
O=C(NCc1ccccn1)c1cccn1-c1ncc(C(F)(F)F)cc1Cl | -23% | -7% | -2%
O=C(NCc1ccncc1)c1ccc(NS(=O)(=O)c2ccccc2)cc1 | -7% | -14% | /
COc1ccc(C(C)(C)C)cc1NC(=O)c1c(C)noc1C | -5% | 7% | -29%
CCC(C)(C)C(=O)Nc1cc([N+](=O)[O-])ccc1Cl | -8% | 2% | 0%
Cc1ccc(O)c(NC(=O)c2cc(-c3ccccc3Cl)on2)c1 | ? | -17% | 0%
Cn1c2ccccc2c(=O)c2ccc(C#Cc3ccc(N)cc3)cc21 | 16µM* | ? | -4%
O=C(CCCN1C(=O)c2ccccc2C1=O)Nc1sc2c(c1C(=O)NCc1ccco1)CCC2 | ? | -17% | -23%
O=C(CCCCCn1c(SCc2ccncc2)nc2ccccc2c1=O)NCc1ccco1 | ? | ? | -18%
CCC(CC)=NNc1cccc([N+](=O)[O-])c1 | -27% | -13% | -7%
CC(C)CC(=O)NC(Nc1ccccc1F)C(Cl)(Cl)Cl (configuration not stated) | ? | ? | -2%
CC(C)(C)NS(=O)(=O)c1ccc(NC(=O)C2CCCCC2)cc1 | ? | ? | -5%
Cc1nn(-c2nc3ccccc3s2)c(C)c1Oc1ccccc1O | ? | 18µM* | -5%
CCOc1ccc(NC(=O)c2cn(C3CCCCC3)c(=O)c3c2c2ccccc2n3C)cc1 | ? | -28% | -12%
COc1ccccc1Nc1nnc(SCC(=O)NC2CCCC2)s1 | -11% | -20% | 1%
C=CCN(CC=C)CCOc1ccc(C)cc1[N+](=O)[O-] | 3% | ? | 0%
CC1=C(C(=O)OC(C)C)C(c2ccc(Cl)cc2)n2c(s/c(=C\c3ccc(OCC(=O)O)cc3)c2=O)=N1 (configuration not stated) | ? | -27% | ?
CC(C)N(C(=O)[C@H]1C[C@H](CC(=O)NCCC2=CCCCC2)C(=O)N2CCc3c([nH]c4cc(-c5ccco5)ccc34)[C@]12C)C(C)C | ? | ? | -18%

An excerpt from above in order of formula weight, smallest number first:
SMILES | TDP1 cell noCPT | DT40 TDP1 CPT | KAT2A inh
S=C(NCc1cccc(Cl)c1)NC1CCCCC1 | ? | -13% | 5%
CC(C)CC(=O)NC(Nc1ccccc1F)C(Cl)(Cl)Cl (configuration not stated) | ? | ? | -2%
N=c1c(S(=O)(=O)c2ccccc2)cc2c(=O)n3ccccc3nc2n1C1CCCCC1 | 15µM* | 26µM* | /

Complete entries as entered above. Order of screens: TDP1 cell noCPT, DT40 TDP1 CPT, KAT2A inh
`Cn1c2ccccc2c(=O)c2ccc(C#Cc3ccc(N)cc3)cc21` across the screens: 16µM*, ?, -4%
`CCC(CC)=NNc1cccc([N+](=O)[O-])c1` across the screens: -27%, -13%, -7%
`O=C(NCc1ccncc1)c1ccc(NS(=O)(=O)c2ccccc2)cc1` across the screens: -7%, -14%, /
`COc1ccc2cc(C(=O)Nc3ccc(O)cc3)sc(=O)c2c1OC` across the screens: ?, ?, -7%

Later entries.
SMILES | TDP1 cell noCPT | DT40 TDP1 CPT | KAT2A inh
O=C(NC1CCCC1)c1ccc(CN2CCOCC2)cc1 | -7% | -9% | 0%
C=CCn1c(Sc2ncc([N+](=O)[O-])s2)n[nH]c1=O | 0.92µM* | 0.41µM* | ?
CCc1ccc(N2CC(C(=O)N/N=C/c3ccccc3)CC2=O)cc1 (configuration not stated) | -22% | ? | /
O=C(CSc1ccc2nnc(CCNC(=O)c3ccccc3)n2n1)NCCc1ccccc1 | 7% | -2% | -6%
CCOc1cc2c(cc1O)C(=NO)CC1C2CCC2(C)C(O)CCC12 (configuration not stated) | 0.052µM* | 0.18µM* | /
COc1cc(NCC(=O)Nc2cccc(S(=O)(=O)N3CCCCC3)c2)cc(OC)c1OC | -1% | -18% | 0%
Cc1nnc(NC(=O)c2oc3c(ccc4ccccc43)c2C)s1 | ? | ? | 149%[activator]
COc1cccc(S(=O)(=O)Nc2ccc(C(O)(C(F)(F)F)C(F)(F)F)cc2)c1 | 16µM* | 16µM* | /
Cc1ccc(C(C(=O)NCc2ccccc2)N(Cc2cccs2)C(=O)c2ccc3c(c2)OCCO3)cc1 (configuration not stated) | 3.7µM* | 9.2µM* | 6%
CCOC(=O)c1c(CN2CCN(c3ccccc3)CC2)oc2ccc(O)cc12 | ? | ? | -4%
COc1ccc(/C=C/C(=O)c2cc(Br)ccc2O)cc1OC | -29% | -26% | -10%
Nc1nc2[nH]c(=O)c(=O)[nH]c2c(=O)[nH]1 | 16% | 20% | 3%
COc1ccccc1NC(C)=O | -2% | -1% | -1%
CC(=O)NC(=O)Nc1sc(=S)n(C)c1C | -15% | -7% | 4%
Cc1ccccc1-n1c(SCC(=O)N/N=C/c2sccc2C)nc2ccccc2c1=O | -4% | -2% | -9%
COCCNC(=O)C1(C)Cc2c(-c3ccc(N(C)C)cc3)ccnc2O1 (configuration not stated) | 4.6µM* | 5.2µM* | /
O=C(c1ccccc1Cc1ccccc1)N1CCN(S(=O)(=O)c2ccccc2)CC1 | -28% | -28% | -8%
CCOC(=O)C1CCN(S(=O)(=O)c2ccc(OC)c(Cl)c2Cl)CC1 | -7% | -15% | 2%
CCCNC(=O)Cn1nc(C(F)(F)F)cc1C | -7% | -3% | -5%
O=C(O)C(Sc1ccncn1)c1ccccc1 (configuration not stated) | -3% | -12% | -3%
CC(C)CCN1C(=O)N(c2ccccc2)C(=O)C1CC(=O)Nc1ccc(Cl)cc1 (configuration not stated) | ? | ? | -2%
CCOC(=O)c1cccc(NC(=O)CC2C(=O)N(c3ccc(Cl)cc3)C(=O)N2C2CCCC2)c1 (configuration not stated) | 18µM* | 21µM* | -9%
CN(C)/C=C/C(=O)c1ccccc1F | 2% | -2% | -21%
COc1cccc(OC)c1C(=O)N1CCN(S(=O)(=O)c2ccccc2)CC1 | -7% | 5% | 1%
COc1cccc(COC(=O)C2CC(=O)N(Cc3ccccc3)C2)c1OC (configuration not stated) | -15% | -13% | /
Following part:
SMILES | TDP1 cell noCPT | DT40 TDP1 CPT | KAT2A inh
Cc1cccc(C(=O)N2CCC(=O)N([C@H](COCc3ccccc3)Cc3ccccc3)CC2)c1 | ? | ? | -12%
Cc1cnc(C(=O)N2CCCC(N3CCN(c4ccccc4F)CC3)C2)cn1 (configuration not stated) | -24% | -23% | -1%
Nc1c(C(=O)c2ccccc2)sc2c1c(=O)[nH]c(=O)n2-c1ccccc1 | -23% | -26% | -2%
CC1CN(CC(=O)c2c(N)n(Cc3ccccc3)c(=O)n(C)c2=O)CC(C)O1 (configuration not stated) | -10% | -28% | -2%
COc1cc(SC)ccc1C(=O)Nc1ccc2ncccc2c1 | ? | ? | -3%
CN1CCN(C(=O)c2cnn(-c3ccccc3)c2NC(=O)c2ccccc2Br)CC1 | 0% | 4% | -22%
CC(C)[C@H](NC(=O)c1ccco1)C(=O)OCC(=O)Nc1ccc(Cl)c(S(=O)(=O)N(C)C)c1 | -28% | 0% | 0%
COc1ccc(OC)c(CNC(=O)c2cc3c(Cl)nc4ccccc4c3s2)c1 | ? | ? | -13%
O=C(c1ccc2c(c1)OCO2)N1CCN(c2ncccn2)CC1 | ? | 2% | -1%
CCOc1ccc(-n2cc(C(=O)Nc3ccccc3OCC)c3cc(OC)c(OC)cc3c2=O)cc1 | ? | ? | -13%
Cc1cccc(C)c1NC(=O)C(NC(=O)c1ccccn1)c1ccccc1[N+](=O)[O-] (configuration not stated) | ? | -27% | 1%
CCOC(=O)c1cc2cc(OC)ccc2n1C1CCN(C)CC1 | 18µM* | ? | /
Cc1ccc(-c2csc(NC(=O)CN3CCC(C(N)=O)CC3)n2)cc1 | ? | ? | ?
Cn1cccc1CC(=O)N/N=C/c1ccc(Cl)c([N+](=O)[O-])c1 | -25% | -16% | -2%
COCCNC(=S)Nc1ccc([N+](=O)[O-])cc1C | 12% | -5% | -14%
COC(=O)c1ccc(OC(=O)N2CCOCC2)cc1 | 6% | -2% | -13%
Cc1ccc(/C=c2/sc3nnc(-c4ccccc4Cl)n3c2=O)o1 | 12µM* | ? | ?
COc1ccccc1OCC(=O)OCC(=O)Nc1sccc1C(N)=O | -22% | -9% | -7%
CC(c1ccon1)N(C)C(=O)c1cnn(-c2ncc3c(n2)-c2ccccc2CC3)c1C1CC1 (configuration not stated) | 16µM* | -11%[9.04 µM] | /
CN(C)c1ccnc2sc3c(=O)n(Cc4ccccc4)cnc3c12 | ? | ? | -6%
Cc1c(C(=O)Nc2cc(F)ccc2F)sc2nc3n(c(=O)c12)CCCCC3 | 10% | ? | -1%
Cc1ccnc(NS(=O)(=O)Cc2ccccc2)c1 | -4% | 6% | ?
Cc1nc(NC(=O)c2ccc(F)cc2)sc1C(=O)Nc1ccc2c(c1)CCC2 | ? | ? | -9%
N#C/C(=C\c1ccncc1)c1ccccn1 | ? | 1% | -3%
CCOC(=O)c1cc2c(=O)n3ccccc3nc2n(Cc2ccco2)c1=NC(=O)c1cccnc1 | ? | ? | -22%
(list continues)
SMILES | TDP1 cell noCPT | DT40 TDP1 CPT | KAT2A inh
CC[C@H](C)[C@@H](C(=O)N1CCNCC1)n1cc([C@@H](N)CC(C)C)nn1 | -29% | 2% | 8%
Cc1noc(C)c1CCC(=O)N1CCCC(CO)(Cc2ccccc2)C1 (configuration not stated) | -6% | -18% | -7%
O=C1CCCC2=C1C(c1ccccc1)n1c(s/c(=C/c3cccc(F)c3)c1=O)=N2 (configuration not stated) | ? | ? | -2%
Cc1ccccc1NC(=S)N(CCN1CCCCCC1)Cc1cccs1 | ? | ? | 4%
CN(C(=O)c1cccc(NC(=O)Cc2ccc(NC(=O)C3CCN(C(=O)C4CCCCC4)CC3)cc2)c1)C1CCCC1 | ? | ? | /
CCOC(=O)c1sc(NC(=O)CSc2n[nH]c(-c3ccccc3)n2)c(C#N)c1C | ? | 12µM* | -12%
Cc1ccc(F)c([C@H]2[C@H]3C=CC[C@@H](C)[C@@H]3C(=O)N2Cc2ccccc2)c1 | ? | ? | 5%
Cc1nc2ccccn2c1C(=O)NNS(=O)(=O)c1ccc(C(C)(C)C)cc1 | 6.5µM* | 8.2µM* | -2%
CCOC(=O)N1CCN(C(c2ccc(C)cc2)c2sc3nc(C)nn3c2O)CC1 (configuration not stated) | ? | -13% | 1%
CC(C(=O)Nc1ccc(S(=O)(=O)N2CCCC2)cc1)N1CCN(c2ccccc2O)CC1 (configuration not stated) | 23µM* | ? | -6%
O=c1c(Cl)c(N2CCN(c3ccc(F)cc3)CC2)cnn1-c1nc2ccccc2s1 | ? | ? | -2%

Single values from the entries so far.
Entry for Cc1noc(C)c1CCC(=O)N1CCCC(CO)(Cc2ccccc2)C1 (configuration not stated) in DT40 TDP1 CPT: -18%
Entry for Cc1ccc(F)c([C@H]2[C@H]3C=CC[C@@H](C)[C@@H]3C(=O)N2Cc2ccccc2)c1 in KAT2A inh: 5%
Entry for CC[C@H](C)[C@@H](C(=O)N1CCNCC1)n1cc([C@@H](N)CC(C)C)nn1 in DT40 TDP1 CPT: 2%
Entry for Cc1ccccc1NC(=S)N(CCN1CCCCCC1)Cc1cccs1 in KAT2A inh: 4%
